HSF1 inh: HSF1 inhibitors in luciferase reporter cells, primary screen, cell-based, NIH3T3, luminescence. 300,000 compounds, 0.77% hits. NIH3T3-HGL HSE-luciferase, MG132-induced, luminescence 8 h; hits give low values. activity change, negative = inhibition, % at 7.5 µM (by protocol);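 active means more than half of replicate wells show activity change below -50%, luminescence cut by over half; inconclusive means some wells, but at most half, below -50%; inactive means no replicate well below -50%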;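 further: luciferase reports HSF-1 transcriptional activity via heat shock element; 0% = median of DMSO wells and -100% = zero luminescence signal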
aSyn UTR inh: MLPCN primary screen, SNCA 5' untranslated region. alpha-synuclein 5'UTR reporter, inhibitor activity. inhibition, % (tested at 7.5 µM). 300,000 compounds, 0.82% hits; in the data active means inhibition above about 60%; inconclusive means no clear call, values can overlap the other calls;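 further: H4 neuroglioblastoma cells stably carrying SNCA 5'UTR luciferase fusion; 0% = DMSO wells and 100% = positive control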
Platelet DG rel: inhibitors of platelet dense granule secretion, primary screen, cell-based, MLPCN, human platelets | 300,000 compounds, 0.22% hits | inhibition, %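 (compounds screened at 7.5 µM in platelet-rich plasma)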 | AID 1663, 2009 | human platelet-rich plasma, SFLLRN dense granule ATP release, luminescence;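 active means mean replicate score, as percent of positive control, at or above 50; inconclusive means mean below 50 but at least one replicate at or above 50; inactive means mean and every replicate below 50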
HSP90 refold inh: HSP90 inhibitors, primary screen, cell lysate, luminescence | Heat shock protein HSP 90 (rabbit reticulocyte lysate; luciferase refolding) | Rabbit reticulocyte lysate, luciferase refolding luminescence, 3 h | inhibition, % at 5.6 µM | 290,000 compounds, 0.91% hits | AID 1789, 2009;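 active means inhibition above the screen-wide mean plus 3 SD, computed separately per campaign, cut at about 16% in these data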;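 further: 0% = DMSO wells and 100% = 60 µM geldanamycin wells; inhibitors lower the luminescence because luciferase stays unfolded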
IEC-6 cytotox: cytotoxicity in IEC-6 intestinal epithelial cells, primary screen, cytotoxicity control for KLF5 inhibitor project, cell-based, luminescence; IEC-6 cytotoxicity, luminescence viability; inhibition, % at 5 µM; 290,000 compounds, 0.78% hits; in the data active means inhibition above about 22%;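 further: 0% = plate median of test compound wells and 100% = cytotoxic reference compound wells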
HSF-1 act: HSF-1 activators, primary screen, NIH3T3-HGL cells, MG132 stress, luminescence, single point; NIH3T3-HGL HSF-1 luciferase reporter, 8 h; 100% = twice DMSO control signal; activation, % at 9 µM; 300,000 compounds, 1.7% hits;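 active means mean replicate activation of at least 50% with a set share of replicates each reaching 50%; inconclusive means only one of those two conditions met; inactive means mean below 50% and too few replicates reaching it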;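 further: 0% = median of the neutral control wells and 100% = twice that signal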
KLF5 inhibitor: KLF5 expression inhibitors, primary screen, DLD-1 cells, luminescence | DLD-1 KLF5 promoter-luciferase reporter | inhibition, % at 5 µM | 290,000 compounds, 0.23% hits | AID 1700, 2009;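 active means inhibition above a per-plate limit of that plate's mean compound inhibition plus 3 SD, cut at about 60% in these data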;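 further: 0% = DMSO wells and 100% = LY294002 at 200 µM; higher means less KLF5 promoter-driven luciferase light; inactives centre near -14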
HIF act: HIF pathway transcriptional activators, primary screen, cell-based, U2OS HRE-luciferase, luminescence | U2OS HRE-luciferase reporter; normalized: DMSO 0%, desferrioxamine 100% | activation, % at 7.5 µM (by protocol) | 300,000 compounds, 0.32% hits | AID 1910, 2009;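 active means mean activation of at least 10% of the iron chelator positive control signal, with at least half of replicates also reaching 10%; inconclusive means mean and replicate majority disagree about reaching 10%; inactive means mean and most replicates under 10%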
SKKanGAS inh: S. pyogenes SKKanGAS growth inhibitors in kanamycin, primary screen, streptokinase expression inhibitor project, SKKanGAS strain, BacTiter-Glo luminescence; 6 h; inhibition, % at 7.5 µM; 300,000 compounds, 1.3% hits;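 active means mean replicate score, as percent of positive control median, at least 50; inconclusive means mean below 50 but one replicate at or above 50; inactive means mean and every replicate below 50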;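 further: strain carries kanamycin resistance gene driven by streptokinase promoter and grows in 40 µg/ml kanamycin; loss of luminescence reflects streptokinase promoter inhibition or plain growth inhibition; 0% = median of DMSO wells and 100% = positive control at its reference dose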
AI-2 QS mod: Vibrio harveyi AI-2 quorum sensing modulators, primary screen, JMH597 strain, luminescence/OD600 ratio | activity change, % at 7.5 µM | 300,000 compounds, 0.4% hits | Vibrio harveyi JMH597 AI-2 luminescence/OD600 ratio, 9 h; hits give low values; strain lacks LuxN and CqsS sensors; 0 = neutral-control median; in the data active means activity change below about -75%, passing the limit was not always enough; inconclusive means no clear call, values can overlap the other calls;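 further: luminescence divided by OD600 gain over 9 h not by final OD600 alone; inactives centre near 13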
* hit, by the source's call; ? = inconclusive; . = not tested or not shown.

SMILES	HSF1 inh	aSyn UTR inh	Platelet DG rel	HSP90 refold inh	IEC-6 cytotox	HSF-1 act	KLF5 inhibitor	HIF act	SKKanGAS inh	AI-2 QS mod
COc1ccc(N(CC(=O)NCCSCc2ccco2)S(=O)(=O)c2ccccc2)cc1	3.8	17.8	-1.6	0.7	5.3	17.3	-7.0	-0.3	-5.4	18.1
O=c1c2ccccc2nc2c3ccccc3ncn12	7.5	-45.7	-4.1	-0.8	6.6	12.0	-23.6	1.3	-6.6	-3.5
N#C/C(=C\c1ccncc1)c1nc2ccccc2c(=O)[nH]1	-9.4	-6.1	-0.9	-0.3	1.3	6.2	-10.9	0.4	1.0	11.1
CSc1nc2oc3c(c2c2nncn12)CC(C)(C)SC3	-9.4	19.2	-1.0	1.1	-0.2	1.0	7.6	-0.3	-2.7	16.3
O=C(c1csc(Nc2cccc3ccccc23)n1)N1CCCC1	-3.7	8.9	-14.7	-3.9	0.9	0.5	3.2	0.2	-14.4	15.7
CCCCN1CC[C@H]2C=CC[C@@H](C(=O)Nc3ccc(Cl)cc3Cl)[C@H]2C1=O	-2.6	19.3	-8.3	.	.	7.4	.	-2.6	9.6	10.7
CCN=C1S/C(=C\c2ccc(-c3cccc(C(=O)O)c3)o2)C(=O)N1CC	-51.5*	-69.3	5.4	2.6	-4.5	-56.9	-131.4	1.8	56.3*	31.5
C/C(N)=C(/C#N)C(=O)COC(=O)CCSc1ccccc1	8.8	-15.0	0.7	2.3	2.9	14.9	-5.5	2.0	-10.8	29.5
COc1ccc(N2CCN(C(=O)CSc3ccc([N+](=O)[O-])cc3)CC2)cc1	13.0	-7.1	-0.9	6.8	-1.7	15.6	-37.0	0.0	18.2	17.7
Cc1ccc(C(C)C)c(OCC(=O)NNC2=CC(=O)CC(C)(C)C2)c1	5.4	-19.8	-7.4	-1.7	-3.0	6.3	0.9	-0.6	3.4	15.3
COc1ccc(N2CC(C(=O)Nc3nnc(SCC(=O)N4CCCC4)s3)CC2=O)cc1 (centres undefined)	-4.9	-12.8	-5.4	-0.1	-0.1	0.5	-13.9	0.2	1.1	16.7
CC(C)c1nc2sc3c(SCC(=O)NCc4ccco4)ncnc3c2c2c1CCC2	5.2	12.4	-23.8	2.4	-4.6	22.5	-0.9	-0.1	23.4	-4.2
COc1ccc(Cl)cc1S(=O)(=O)N1CCN=C1C	-17.9	2.2	-69.1	2.9	8.7	-15.1	-44.8	-0.2	2.8	-4.1
Cc1nn(-c2ccccc2)c(C)c1/C=C/C(=O)OCC(=O)N(C)C1CCS(=O)(=O)C1 (centres undefined)	-9.1	13.7	6.0	-3.1	6.5	6.5	-25.9	0.0	1.8	35.9
O=C(CSc1nc2ccccc2s1)NCCCN1CCOCC1	-9.2	-0.7	17.2	-1.7	-3.4	-2.9	-13.7	.	-4.1	22.6
O=C(NC1(C(F)(F)F)NC(=O)N(CC2CCCCC2)C1=O)c1ccco1 (centres undefined)	4.5	16.5	9.0	1.0	-1.3	-4.2	-8.6	-0.6	7.3	-0.4
CCOc1ccc(NC(=O)COc2ccc3c(c2)OCO3)cc1	4.4	-28.4	2.2	1.3	2.1	-13.6	-10.4	1.3	-8.0	4.2
O=C(c1cccc(F)c1)N1CCN(Cc2c[nH]c3ccccc23)CC1	0.0	5.0	8.3	-0.9	0.3	-9.8	-21.7	0.0	-3.8	-4.0
O=C(c1cc(-c2cccc(Cl)c2)on1)N1CCCCCC1	18.6	-174.8	-5.8	1.9	12.5	3.1	-124.2	1.3	2.3	7.3
CC1CCN(C(=O)CS(=O)(=O)Cc2ccccc2)CC1	1.4	-58.9	-2.3	-0.4	4.2	4.2	-61.3	?	-4.4	10.3
COc1ccc(CSCCc2n[nH]c(=S)n2-c2ccccc2)cc1	-0.1	-21.3	-20.9	8.8	-0.5	-2.6	-0.8	0.5	12.5	21.0
O=C(N/C=N/OCc1ccc(Cl)cc1Cl)NOCc1c(Cl)cccc1Cl	-11.1	33.3	?	6.2	-3.2	-18.9	-12.3	0.0	8.9	6.1
CCC1(CC)N([O-])C(C)=C(c2ccccc2)[N+]1=O	2.5	-4.6	-4.3	3.0	2.4	-2.3	-12.5	-0.3	1.2	28.1
CC(C)CC(=O)N1CCN(C(=O)c2ccco2)CC1	-8.1	-10.9	2.0	-5.6	-4.9	0.5	-21.7	0.1	4.9	2.8
Cc1cc(Cl)ccc1OCC(=O)NNC(=O)C1CCCO1 (centres undefined)	5.3	-3.9	-3.1	5.1	-4.6	1.4	-34.2	0.1	-11.5	24.5
CCn1c(COc2c(C)cccc2C)nnc1SCC(=O)N1CCN(c2ccccc2)CC1	-6.8	-1.8	9.8	5.1	3.1	0.2	9.3	0.4	3.7	38.2
CC(c1ccccc1)N1C(=O)c2ccc(C(=O)Nc3ccccc3C(=O)O)cc2C1=O (centres undefined)	-47.8	-14.2	2.3	-7.9	13.0	-48.6	-13.0	0.2	14.2	13.0
O=C(N/N=C/c1cc(Br)c(Br)o1)C(O)c1ccccc1 (centres undefined)	-1.9	-26.8	4.4	2.2	-6.0	3.5	-19.2	-0.5	.	?
O=C(NC(=S)Nc1ccccc1)c1cc(-c2ccccc2)nc2ccccc12	1.6	2.0	-0.7	2.1	-9.2	17.3	-26.4	2.5	12.5	-4.1
Cn1c(Cc2ccccc2)nnc1SCCC(=O)Nc1ccccc1	-1.9	28.8	0.6	3.0	-0.9	-3.1	-3.2	-0.4	-7.2	17.0
COc1ccc(NS(=O)(=O)c2cccc(C(=O)NNC(=O)NCCCl)c2)cc1	-3.2	-10.7	24.1	1.4	-4.9	-8.8	-10.7	-0.3	-1.8	13.5
CCCc1[nH]nc2c1C1(CCN(C(=O)OCc3ccccc3)CC1)C(C#N)=C(N)O2	0.2	14.8	0.7	1.5	-7.7	13.0	-32.4	0.1	-2.5	26.0
CSc1nccc(-c2sc(SC)c(C#N)c2-c2ccccc2)n1	0.6	-10.6	9.9	1.0	4.3	8.9	-42.9	0.1	-4.9	14.1
CCOc1ccc(-c2nnc3ccc(SCc4ccc(C(=O)OC)o4)nn23)cc1	19.4	37.6	4.4	-3.5	-0.4	4.5	-3.0	-0.5	-2.3	.
CCN(CC)C(=O)c1sc(NC(=O)c2ccc(OC)c([N+](=O)[O-])c2)c(C#N)c1C	2.9	6.3	-24.9	0.6	9.3	15.0	-14.2	0.1	-6.2	30.0
CCCc1c(C(=O)Nc2ccc(C(F)(F)F)cc2)cnn1-c1ccccc1	4.0	12.1	11.8	1.3	6.3	16.7	17.4	-0.2	-3.9	18.5
COc1ccc(OC)c(Nc2nc(NCCC(C)C)nc(N)c2[N+](=O)[O-])c1	8.3	35.8	1.3	4.2	5.6	15.7	6.2	?	24.6	10.2
COC(=O)COc1ccc2oc(=O)cc(-c3cc4ccccc4o3)c2c1	-5.1	-14.3	8.3	-1.5	1.4	13.0	-14.5	0.2	8.2	14.6
CC1CC(=O)N(CC(=O)Nc2ccc(F)cc2)c2ccccc2S1(=O)=O (centres undefined)	-1.2	-6.8	-3.3	-1.3	-6.4	9.1	-4.3	0.0	-0.5	-4.8
Cc1ccc(-c2nc(=S)c3c(n2Cc2cccnc2)CC(C)(C)OC3)cc1	4.0	15.1	-3.1	-1.1	3.4	4.0	-3.2	-0.8	3.6	55.1
CCN(CC)CC(O)c1cccn1-c1ccc(CNC(=O)NC(C)C)cc1 (centres undefined)	-4.9	2.4	-1.3	3.6	3.7	-14.0	-11.4	0.2	-1.8	2.2
O=C(CSc1ccc(F)cc1)Nc1ccc(N2CCOCC2)c(Cl)c1	7.7	-47.4	-9.9	2.8	2.4	28.0	-26.4	0.0	-1.9	30.0
O=C(C1CC(=O)N(c2ccc(F)cc2)C1)N1CCCCCC1 (centres undefined)	0.4	2.1	-2.5	-2.6	6.0	-17.3	-29.5	-0.7	-6.4	24.9
COC(=O)C[C@H]1c2cc(F)ccc2S(=O)(=O)N1c1ccc(N(C)C)cc1	-31.4	-14.0	5.2	.	.	-39.6	.	4.4	-1.6	-4.4
Cc1ccc(Nc2n[nH]c(C)c2[N+](=O)[O-])cc1C	19.4	-164.5	0.4	-1.9	2.5	20.4	-180.2	1.9	1.5	15.8
CCOC(=O)c1c(-c2cccs2)csc1NC(C)=O	-3.9	19.5	-1.8	0.2	-1.5	-9.8	17.0	-0.5	-3.7	13.5
CCCCCn1c(=O)[nH]c2cc(C(=O)NCCCN3CCC(C)CC3)ccc2c1=O	7.8	-25.3	-1.5	1.2	2.7	16.8	-13.3	-0.7	3.0	9.4
CC1=NC(C)(C)Cc2cc(C)c(C)cc21	-8.6	12.7	0.1	4.2	-0.8	-5.7	8.6	-1.6	-0.4	-16.3
Cn1ncc(Cl)c1C(=O)NCC1CCCO1 (centres undefined)	-3.6	-18.9	-6.5	2.0	-4.7	-3.2	-14.7	0.2	16.4	-0.1
CS(=O)(=O)c1ccc(C(=O)Nc2ccc(-c3nc4ccccc4[nH]3)cc2)cc1	2.3	-67.3	6.4	1.3	0.4	5.4	-19.4	0.3	0.7	42.9
Next entries follow.
SMILES	HSF1 inh	aSyn UTR inh	Platelet DG rel	HSP90 refold inh	IEC-6 cytotox	HSF-1 act	KLF5 inhibitor	HIF act	SKKanGAS inh	AI-2 QS mod
CCOC(=O)C1(Cc2cccc(F)c2)CCN(C(=O)C2CCC2)CC1	-6.6	-8.9	0.7	5.0	14.3	-15.8	11.3	-0.8	1.6	11.3
CCOC(=O)c1ccccc1NC(=O)c1ccc2c(=O)n3c(nc2c1)CCCCC3	-2.2	-5.7	19.1	0.7	4.5	-9.1	-16.1	-0.1	35.8	12.3
Cn1c(=O)c2c(nc3n2CC(O)CN3c2ccc(O)cc2)n(C)c1=O (centres undefined)	1.6	2.7	-0.1	3.2	4.2	-10.0	14.2	-0.6	3.7	7.3
CCCc1nc2cc(CC(=O)OC)ccc2o1	1.6	-8.6	-15.3	-4.4	3.7	5.6	-26.0	0.0	8.2	11.6
COc1ccc(C2NC(=O)CCC2[N+](=O)[O-])cc1 (centres undefined)	2.2	-2.1	-11.0	-4.9	1.2	-18.3	-15.9	-3.0	-2.0	17.4
Cc1cccc(N2CCN(C(=O)C3CC(=O)N(C4CCCC4)C3)CC2)c1C (centres undefined)	-1.7	3.1	39.8	1.9	-5.6	-2.8	-12.8	0.3	-2.3	-7.1
COc1ccc(C(=O)n2nc(C)c(Br)c2C)cc1OC	3.4	-3.2	0.6	4.9	1.1	6.6	-11.6	1.3	5.7	7.8

High-throughput results as filed in PubChem BioAssay.
